Compound activity deposited in PubChem by several laboratories.
WT yeast gro inh: growth inhibition of WT strain, primary screen, mitochondrial fusion inhibitor project, WT and mutant strains, chemical genetic. AID 1362, 2008. 190,000 tested, 2.1% active. inhibition, % at 10 µM. mitochondrial fusion phenotypic screen; in the data active means inhibition above about 58%; tested in S. cerevisiae
Lipid droplet: inhibitors of hepatocyte lipid droplet formation, primary screen, imaging, high-throughput imaging, BODIPY stain | 240,000 tested, 0.4% active | AML12 mouse hepatocytes, oleate lipid droplets | inhibition, % at 6.5 µM;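 active means lipid droplet intensity inhibited by at least 50%, with more than 500 cells counted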
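Material: mouse AML12 hepatocyte cell line, fixed after treatment; Timing: compound with oleate, overnight; Technique: high-content imaging of BODIPY-stained droplets and DAPI nuclei; Probe or stimulus: oleate, 100 µM final; Dosing: compound at 6.5 µM only.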
XIAP antagonists: XIAP antagonists, biochemical, IAP family, fluorescence polarization (AID 1018) | XIAP BIR domain, fluorescence polarization peptide displacement; higher % means a stronger effect | 200,000 tested, 0.007% active | one-dose displacement, % at 20 µM; IC50 in µM for titrated hits | E3 ubiquitin-protein ligase XIAP (Homo sapiens); in the data active means displacement above about 50%; further: a part of the inactive calls stands beside numbers as strong as those of hits
b-catenin transl: modulators of beta-catenin nuclear translocation, primary screen, imaging, HeLa cells, immunofluorescence, high-content | 190,000 tested, 0.3% active | AID 1665, 2009 | nuclear translocation activity, % at 5 µM;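 active means nuclear translocation activity above 50% at 5 µM, with a well cell count of 50 or more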;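 further: per-cell ratio of nuclear to cytoplasmic median beta-catenin stain intensity; plate controls were DMSO negative control for no effect and GSK-3 inhibitor IX positive control for full effect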
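Test system: human HeLa cells, endogenous beta-catenin. Times: 24 h compound exposure, 37°C. Measured by: beta-catenin immunofluorescence imaging with DAPI.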
CSM14.1 death rescue: rescue of cells from ER stress-induced death, primary screen, 384-well, CSM14.1, thapsigargin, ATP luminescence (AID 1222). CSM14.1 thapsigargin-induced death rescue, ATP luminescence; higher % means a stronger effect. 190,000 tested, under 10 active. cellular ATP content (survival), % at 20 µM, or EC50 in µM where a hit was titrated;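 active means EC50 below 50 µM in the dose-response confirmation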;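 further: death triggered by thapsigargin at about 15 µM added after 2 h compound pretreatment; cell ATP read after overnight thapsigargin exposure of roughly 18 to 22 hours; normalized against plate controls of thapsigargin alone and 5% DMSO vehicle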
MT stabilizer: microtubule stabilizers in HeLa cells, primary screen, imaging, high-content imaging; HeLa tubulin immunostaining HCS, 24 h; share of cells brighter than vehicle mean+2SD; % tubulin-high responders, % at 10 µM; 200,000 tested, 0.83% active;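 active means plate Z-score above 3 for both tubulin-high and condensed-nucleus cell shares, with cell loss under 80%, at 10 µM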;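 further: anti alpha tubulin signal scored within the nucleus-defined area of each cell; some results filed as inactive read as strong as hits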
Autophagy mod: autophagy modulators in MEF cells, primary screen, imaging, high-content, MEF GFP-LC3 | MEF GFP-LC3 puncta imaging; test concentration mostly 10 µM | calls only at 10 µM (by protocol) | 190,000 tested, 0.98% active | AID 463193, 2010;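 active means percentage of spot-positive cells more than 3 SD above its plate mean, without a fluorescence outlier flag or 80% toxicity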;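 further: spot-positive cell cutoff set from DMSO-treated cells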
Dynein cargo inh: inhibitors of GR-EGFP nuclear translocation, primary screen, dynein cargo transport inhibitor project, imaging, high-content, 3617.4 mouse cells. z-score, hits read low. test concentration mostly 20 µM; stimulated with dexamethasone, 1 µM; hits give low values. 220,000 tested, 0.47% active;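 active means plate z-score of nuclear minus cytoplasmic receptor signal below a set negative limit, without overly bright fluorescence or cell loss, cut at about -3.5 in these data, passing the limit was not always enough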;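 further: z-score of nuclear minus cytoplasmic ring GR-EGFP intensity difference per well; some compounds called inactive have numbers as strong as hits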
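medium = tetracycline-free induction medium containing charcoal-stripped FBS | probe or stimulus = dexamethasone, 1.0 µM final | timing = 48 h induction, then 1 h compound, then 30 min agonist, 37 °C | detection = automated 10x imaging of fixed Hoechst-stained cells | read-out basis = nuclear versus cytoplasmic GR-EGFP signal, averaged per well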
Ins promoter up: insulin promoter activators in MIN6 cells, imaging, high-content screening, mouse beta cells; MIN6 insulin promoter-GFP reporter; hits give high values; z-score at 5 µM; 190,000 tested, 0.3% active; AID 1625, 2009;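 active means z-score above 3 at 5 µM with at least 500 cells counted in the well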
WT yeast gro inh mutant strain: also measured in WT yeast gro inh; calls as there; inhibition, %; mitochondrial fusion phenotypic screen, mutant strain inhibition
Dynein cargo inh cytoplasmic EGFP: also measured in Dynein cargo inh; calls as there; z-score; measured here: cytoplasmic GR-EGFP intensity; hits give high values
Dynein cargo inh nuclear GR-EGFP: further read-out of Dynein cargo inh, marked with its call; z-score; measured here: nuclear GR-EGFP intensity;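 lower value marks the stronger effect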
Dynein cargo inh cell count: recorded beside Dynein cargo inh, whose call it bears; z-score; measured here: cell count per field
Ins promoter up cell count: second read-out of Ins promoter up, no call of its own (marks repeat the call); cell count; measured here: cytotoxicity, nuclei count;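 total cells summed across four imaged fields per well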
Lipid droplet cells 6.5 µM: also measured in Lipid droplet; calls as there; cell count; measured here: cell count, cytotoxicity flag;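 cells counted across two imaged fields per well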
b-catenin transl cell count 5 µM: further read-out of b-catenin transl, marked with its call; cell count; measured here: cell count, cytotoxicity flag
MT stabilizer Hoechst-high %: also measured in MT stabilizer; calls as there; % Hoechst-high responders; measured here: nuclear condensation Hoechst responders;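 share of cells brighter than vehicle mean plus two SD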
MT stabilizer cytotoxicity %: second read-out of MT stabilizer, no call of its own (marks repeat the call); toxicity, %; measured here: cytotoxicity by cell density;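 0% = mean cell density of plate MIN control wells and 100% = no cells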
Autophagy mod cell loss 18 h: also measured in Autophagy mod; calls as there; toxicity, %; measured here: cell loss, nuclei count;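 cell loss after 18 h compound exposure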
* = called active by the depositor; i = inactive; nt = not tested or not shown. This is a subset; the hit share may differ from the screen's.

SMILES	WT yeast gro inh	WT yeast gro inh mutant strain	Lipid droplet	Lipid droplet cells 6.5 µM	XIAP antagonists	b-catenin transl	b-catenin transl cell count 5 µM	CSM14.1 death rescue	MT stabilizer	MT stabilizer Hoechst-high %	MT stabilizer cytotoxicity %	Autophagy mod	Autophagy mod cell loss 18 h	Dynein cargo inh	Dynein cargo inh cytoplasmic EGFP	Dynein cargo inh nuclear GR-EGFP	Dynein cargo inh cell count	Ins promoter up	Ins promoter up cell count
O=C1NC(=O)N(Cc2ccc(F)cc2)C(=O)/C1=C\c1ccc(N2CCCC2)cc1	nt	nt	-0.1	720	nt	-4.2	1182	nt	nt	nt	nt	nt	nt	-1.5	-0.0683	-0.693	0.0302	-0.06	1321
Cc1oc(-c2ccccc2F)nc1CS(=O)CC(=O)N1CCC2(CC1)OCCO2 (stereo unspecified)	-18.2	-29.7	nt	nt	-0.9%	-0.8	1363	-1.2%	2.9	2.2	3.7	i	18.3	-0.731	-0.344	-0.239	0.594	-0.14	1606
CC12CC(c3ccccc3O1)C(C(=O)OCc1ccccc1)C(=O)N2 (stereo unspecified)	-8.5	-6.7	0.4	732	-1.1%	-0.3	1040	2.4%	3.2	2.1	3.3	i	-2.9	1.63	-0.199	1.16	-1.67	0.21	1251
Fc1cccc(F)c1CN1CCN(Cc2c(F)cccc2F)CC1	-15.7	-0.3	nt	nt	0.6%	-5.5	1021	1.9%	0.9	0.8	5.3	i	5.8	-0.177	-0.0502	-0.261	0.582	0.27	1270
C=CCn1c(O)c(C=NCCCOc2ccc(CC)cc2)c(=O)[nH]c1=S	-2.8	-13.3	-1.5	753	-2.2%	-0.5	542	16.3%	3.1	2.3	6.0	i	-8.1	-1.46	2.34	-0.327	0.946	1.2	1213
ON1C2CCCCC2N(O)C1c1ccccc1F (stereo unspecified)	-3.5	13.6	nt	nt	-26.8%	-4.1	1458	-0.6%	2.3	1.7	7.8	i	1.2	-0.142	-0.0648	0.189	-0.0885	1.12	1563
Cc1cccc(-n2c(-c3ccco3)nc3ccccc3c2=O)n1	5.5	-0.9	-3.1	697	-2.5%	-1.0	1048	-2.5%	1.7	2.0	7.3	i	1.5	-0.489	-0.139	-0.149	-0.0855	0.1	1960
CC(Cc1cccs1)NCc1ccccc1 (stereo unspecified)	-6.1	14.2	-7.9	736	-1.7%	0.9	1122	nt	4.6	2.4	11.1	i	15.7	-0.748	-0.327	-0.104	0.941	0.31	1223
COc1ccc(OCC(=O)N2CCN(CC3CC4C=CC3C4)CC2)cc1 (stereo unspecified)	2.6	3.1	nt	nt	-3.4%	-3.3	898	-1.2%	4.9	2.0	5.2	i	1.6	2.45	0.132	1.9	-2.68	0.61	1040
CCC(C)n1c(O)c(C=NCCc2ccccc2)c(=O)[nH]c1=S (stereo unspecified)	nt	nt	-63.2	447	nt	-0.7	1299	nt	nt	nt	nt	nt	nt	-0.0278	-0.288	-0.291	0.0661	-0.1	1085
Cc1cc(/C=C2\C(=O)NC(=O)N(c3ccc(Cl)cc3)C2=O)c(C)n1-c1sc2c(c1C#N)CCCC2	-4.0	-1.4	-7.2	530	-7.1%	-2.3	1101	4.2%	2.1	3.0	3.9	i	26.1	0.0928	-0.094	-0.0294	-0.556	-0.04	1443
O=C(c1ccccc1)c1cn(CC(=O)N2CCCC2)c2ccccc12	9.4	1.9	nt	nt	-3.0%	-0.3	1166	-0.5%	6.5	1.3	6.1	i	3.0	-0.876	-0.17	-0.477	-0.274	1.39	882
O=[N+]([O-])c1ccc(N2CCCC2)c(F)c1Br	0.5	2.1	-14.2	614	-2.4%	-2.5	973	27.8%	6.9	2.1	2.3	i	-7.2	0.5	-0.207	0.341	-0.703	-0.02	1227
O=C(Nc1cccc2ccccc12)N1CCC2(CC1)OCCO2	8.6	7.5	-6.5	684	-3.5%	-0.7	1459	-0.9%	4.4	2.1	5.6	i	21.0	0.619	-0.378	0.569	0.307	0.27	1538
O=C(N/N=C/C1C(=O)NC(=S)N(c2ccccc2)C1=O)c1cc(Br)c(O)c(Br)c1 (stereo unspecified)	-0.5	-9.4	2.9	662	-9.8%	0.1	1024	-1.4%	4.9	1.8	4.7	i	-2.4	0.197	-0.194	-0.495	1.06	0.15	1007
CC(C(=O)c1ccccc1)N1C(=O)c2ccccc2C1=O (stereo unspecified)	-21.8	-24.1	8.9	627	-4.0%	3.8	935	1.6%	3.0	4.4	9.1	i	-4.1	2.49	-0.255	0.741	-1.11	-0.04	1201
Nc1ccccc1C(=O)OCc1ccc([N+](=O)[O-])cc1	-38.8	3.1	6.9	751	-4.4%	1.5	1523	-0.8%	2.2	2.7	3.7	i	11.6	-0.927	-0.15	-0.644	-0.152	nt	nt
CCN(CC)CCNCc1nc2ccccc2c(=O)n1-c1ccc(F)cc1	2.5	-21.0	7.2	700	-2.0%	-1.4	1015	10.0%	2.0	2.6	3.7	i	14.5	0.415	0.0586	-0.107	-0.865	0.13	1399
O=C(C1CCN(S(=O)(=O)c2ccccc2)CC1)N1CCC2(CC1)OCCO2	-5.5	-6.7	7.0	796	-4.9%	-0.7	1199	1.9%	0.9	0.8	5.5	i	1.3	-0.105	0.183	0.292	-0.614	-0.28	936
CN1CCN(/N=C/c2c(O)n(CCC3=CCCCC3)c(=S)[nH]c2=O)CC1	nt	nt	-9.6	653	nt	2.7	1297	nt	nt	nt	nt	nt	nt	-0.343	-0.165	-0.15	0.793	0.24	1123
COCCOC(=O)c1c(N)n(Cc2ccc(OC)cc2)c2nc3ccccc3nc12	-5.4	20.4	-1.5	742	-0.1%	1.8	1060	-1.5%	2.8	3.1	14.8	i	-1.5	1.28	-0.062	1.4	-0.898	-0.1	797
O=CC(Cl)P(=O)(N1CCCCC1)N1CCCCC1 (stereo unspecified)	14.6	14.9	nt	nt	-7.4%	-1.1	1442	-1.2%	2.4	1.4	6.4	i	-4.6	0.17	-0.0167	0.38	-0.484	0.14	1644
C[C@]12CCC(=O)C(O)=C1CC[C@@H]1[C@@H]2CC[C@]2(C)C(=O)CC[C@@H]12	-4.8	-8.2	-33.4	711	-1.8%	nt	nt	0.1%	2.9	1.6	1.9	i	0.2	-0.834	-0.24	0.12	0.312	nt	nt
CCC(=O)CC(c1ccccc1)c1c(O)c2ccccc2sc1=O (stereo unspecified)	-9.7	-5.5	2.5	672	-8.4%	-5.7	569	1.7%	1.5	2.7	2.8	i	-13.1	-0.657	-0.305	-0.375	0.375	0.24	1359
O=c1[nH]c(=O)n(CCC2=CCCCC2)c(O)c1C=NCCCn1ccnc1	4.0	23.3	nt	nt	0.7%	-4.0	1009	-0.1%	2.6	1.4	9.4	i	0.1	-0.814	-0.0336	-0.068	0.928	nt	nt
O=C(O)CCn1cc(C=C2C(=O)NC(=S)NC2=O)c(-c2cc3ccccc3oc2=O)n1	-3.2	-2.8	2.6	665	-0.6%	1.4	1523	-1.1%	1.4	1.8	5.2	i	-0.6	-0.211	-0.283	0.0204	1.1	1.16	1300
Cc1cc(C=C(C#N)C#N)ccc1N1CCCC1	-2.9	-18.4	2.2	709	-4.8%	-0.5	1554	0.3%	2.4	3.0	7.8	i	-3.6	-0.73	0.0494	0.0261	0.69	-0.09	1426
CCc1cccc(C)c1NC(=S)N1CC2CC(C1)c1cccc(=O)n1C2 (stereo unspecified)	-7.8	9.8	-4.4	672	-6.8%	0.2	1071	0.0%	5.1	2.4	6.1	i	6.4	0.0724	-0.295	-0.112	0.484	0.29	1549
OC(COCc1ccc(Cl)cc1)CN1CC=C(c2ccccc2)CC1 (stereo unspecified)	50.6	69.8	nt	nt	-1.3%	-1.0	912	-5.2%	4.4	2.0	10.0	i	-6.3	-0.885	-0.0663	-0.0826	-0.315	-0.58	1087
CC(C)CN(C(=O)CN1CC=C(c2ccccc2)CC1)c1c(N)n(CC(C)C)c(=O)[nH]c1=O	-0.4	-9.0	0.7	685	-21.1%	0.4	1047	-0.3%	2.0	1.9	1.7	i	-2.0	-0.167	0.0656	0.32	-2.08	-0.11	1623
CCN1c2nc3c(C)cccn3c(=O)c2CC2(C(=O)N(C)C(=O)N(C)C2=O)C1C (stereo unspecified)	-10.0	-6.0	-3.4	561	-7.4%	-0.8	1033	-4.7%	2.7	2.0	2.2	i	-8.8	0.478	-0.235	0.433	-0.175	-0.08	1918
Brc1ccc(C2N3CCCN23)cc1 (stereo unspecified)	-5.7	-2.8	27.3	662	3.6%	-0.1	961	-0.1%	2.7	2.4	3.2	i	-1.1	-0.17	-0.312	-0.48	0.347	0.26	1296
